PI5P4Ka inh: blocks human PI5P4K alpha kinase activity | max response, % | 330,000 tested, 1.2% active | AID 652105 | P48426 | PI5P4Kalpha enzyme, ADP-Glo luminescence, 60 min; hits give low values; active = max response of -50% or lower; inconclusive = between -30% and -50%; inactive = -30% or higher; note: value at the top dose of about 77 µM; % is set by controls: 0 for no effect and ±100 for the full control effect
Target sequence (P48426 whole entry, looked up): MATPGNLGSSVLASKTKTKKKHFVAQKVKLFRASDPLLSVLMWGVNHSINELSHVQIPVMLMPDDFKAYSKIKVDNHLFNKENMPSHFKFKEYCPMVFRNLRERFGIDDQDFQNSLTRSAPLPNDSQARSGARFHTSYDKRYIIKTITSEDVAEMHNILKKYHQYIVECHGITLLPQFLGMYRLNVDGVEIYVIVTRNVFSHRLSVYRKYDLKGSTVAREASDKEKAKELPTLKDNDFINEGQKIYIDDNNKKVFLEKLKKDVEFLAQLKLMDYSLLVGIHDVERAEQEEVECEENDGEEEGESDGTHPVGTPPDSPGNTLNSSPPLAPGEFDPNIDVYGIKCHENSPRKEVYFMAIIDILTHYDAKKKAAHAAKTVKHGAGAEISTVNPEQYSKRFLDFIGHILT
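Luminescence from ADP-Glo served as readout of PI5P4Kalpha activity in a qHTS format. Reaction: enzyme, substrate, compound, ATP at 5 microM final, 60 min at RT.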
EPAC1 antagonist: antagonists of human EPAC1 | O95398 | 360,000 tested, 0.14% active | EPAC1 GEF assay, Rap1b-BODIPY-GDP exchange fluorescence | Potency, µM (top dose mostly 115 µM), inactives show at the highest dose activity change, negative = inhibition, hits mostly inhibitors;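 note: potency is the fitted concentration of half-maximal effect; plate controls were vehicle for no effect and positive control for full effect; nearly all actives have a fitted effect of over 50% in size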
PLK1 PBD inh: blocks phosphopeptide binding to human PLK1 polo-box domain; 360,000 tested, 2.8% active; Potency, µM, without a hit: max response, negative = inhibition, actives largely listed as inhibitors; Plk1 PBD binding of FITC phosphopeptide, fluorescence polarization; note: potency is the fitted concentration of half-maximal effect; series mostly up to about 57 µM; % is set by controls: 0 for no effect and ±100 for the full control effect; nearly all actives have a fitted effect of over 65% in size
Target sequence (P53350 whole entry, looked up, the tested form may be a part): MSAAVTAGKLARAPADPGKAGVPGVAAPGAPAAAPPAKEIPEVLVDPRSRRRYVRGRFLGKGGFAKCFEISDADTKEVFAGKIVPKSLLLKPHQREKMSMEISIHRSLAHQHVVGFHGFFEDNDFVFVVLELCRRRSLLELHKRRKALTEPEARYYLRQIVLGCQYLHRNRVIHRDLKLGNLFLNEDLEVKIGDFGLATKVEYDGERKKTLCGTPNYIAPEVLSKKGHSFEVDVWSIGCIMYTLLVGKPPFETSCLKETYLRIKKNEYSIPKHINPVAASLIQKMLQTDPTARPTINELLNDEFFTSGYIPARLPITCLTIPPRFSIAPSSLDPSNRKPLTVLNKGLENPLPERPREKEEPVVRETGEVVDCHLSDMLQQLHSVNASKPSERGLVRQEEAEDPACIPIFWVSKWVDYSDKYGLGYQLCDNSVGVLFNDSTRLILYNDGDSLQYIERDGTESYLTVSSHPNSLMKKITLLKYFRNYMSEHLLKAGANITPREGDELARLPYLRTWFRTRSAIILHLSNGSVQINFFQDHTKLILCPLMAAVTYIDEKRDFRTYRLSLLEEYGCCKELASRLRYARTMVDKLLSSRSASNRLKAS
PTHR1 agonist: activates the human parathyroid hormone receptor PTHR1 | 410,000 tested, 0.075% active | HEK293 GP2 PTHR1 cells, GloSensor cAMP luminescence, 1 h | Q03431 | AID 743266 | Potency, µM (highest dose often 115 µM), inactives show top-dose activation, usual class: activators; note: potency is the fitted concentration of half-maximal effect; nearly all actives have a fitted effect of over 55% in size; some results filed as inactive show a strong effect at the top dose; inactives centre near -15; many of its hits are not listed in these tables
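HEK-293-derived GP2 cells expressing PTHR1 and a GloSensor cAMP reporter, 3,000/well, plated overnight, given luciferin plus IBMX (each 0.5 mM as added) for 1 h at 37 °C, then compound for 1 h at 37 °C. Luminescence was read after 15 min at room temperature.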
GLP1R inv ag: GLP-1 receptor (human) inverse agonism | 410,000 tested, 1.6% active | Potency, µM (highest dose often 38.3 µM), inactives show top-dose activity change, negative = inhibition, hits mostly inhibitors | HEK293 GLP-1R CRE-luciferase, luminescence, 24 h; GLP-1R form is constitutively active | AID 624417 | P43220; note: potency is the fitted concentration of half-maximal effect; % is set by controls: 0 for no effect and ±100 for the full control effect; nearly all actives have a fitted effect of over 55% in size
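HEK293 cells stably co-expressing constitutively active GLP-1R and a cAMP-responsive luciferase reporter were seeded in DMEM with 10% Nu serum, given compounds after 12 h, and incubated 24 h at 37 deg C. Luminescence was then read.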
GLP1R ag: activates the human GLP-1 receptor. P43220. HEK293 GLP-1R CRE-luciferase, luminescence, 4-6 h; cells express a hypersensitive GLP-1R form. Potency, µM (top dose mostly 45.6 µM), inactives show top-dose activation, most hits filed as activators. 380,000 tested, 0.007% active; note: potency is the fitted concentration of half-maximal effect; % of control where 0% means no effect
EPAC1 ag: agonists of human EPAC1. O95398. EPAC1 agonist qHTS, biochemical assay; response scale: 100% = response to 6.5 mM cAMP. Potency, µM (doses to about 154 µM), for inactives: at the highest dose activation, most hits filed as activators. 360,000 tested, 0.073% active. AID 720707; note: potency is the fitted concentration of half-maximal effect; nearly all actives have a fitted effect of over 60% in size
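Fluorescent GDP-exchange assay: 100 nM EPAC1 with 250 nM Rap1B preloaded with BODIPY-GDP and 50 uM GDP; compounds tested as concentration series, 5 min at room temperature, then read every 5 min for 30 min (ex 480/em 540 nm); normalized to 6.5 mM cAMP.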
GLP1R cytotox: cytotoxicity in counter-screen for GLP-1R inverse agonists; HEK293 cAMP-luciferase reporter cells, luminescence, 24 h; Potency, µM (doses to about 38.3 µM), without a hit: at the top dose activity change, negative = inhibition, hits mostly inhibitors; 410,000 tested, 0.13% active;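 note: loss of luciferase light is scored as toxicity; potency is the fitted concentration of half-maximal effect; % is set by controls: 0 for no effect and ±100 for the full control effect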
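Compound-treated cells are incubated 24 hr at 37 deg C under 5% CO2 after a 12 hour attachment period, then luciferase detection reagent is added and luminescence is measured following 12 min at room temperature; lowered signal indicates toxicity.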
IL2 activator: IL-2 activation; IL-2 activation reporter assay, cell-based qHTS; stimulated with anti-CD3/CD4/CD28 beads; in transgenic mouse T cells; activation, % (series mostly up to about 46 µM); 360,000 tested, 0.065% active; AID 652025; in the data active = activation above about 50%; inconclusive = mostly about 30% to 49%; note: 0% is about no effect
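Screening format: compound pinned onto unstimulated transgenic mouse T cells, 60 min incubation, then anti-CD3/anti-CD4/anti-CD28 bead stimulation for 18 hours at 37 degrees C, followed by EGFP and DsRed detection.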
Active calls of the source: *; i = inactive; ? = inconclusive; · = no result given; & = joins results of further samples; [ ] = another dose, or the depositor's remark. Unless noted, calls come from the whole dose curve; as a rule, active = well fitted curve in the direction sought with a large enough effect; inconclusive = small, poorly fitted or top-dose-only effect, or another doubt; inactive = no such curve, though single readings can be large; an effect the other way counts as inactive or inconclusive. The list is partial; count on the stated rates, not on these rows.

Below each SMILES: PI5P4Ka inh	EPAC1 antagonist	PLK1 PBD inh	PTHR1 agonist	GLP1R inv ag	GLP1R ag	EPAC1 ag	GLP1R cytotox	IL2 activator
1) COc1ccccc1CNC(=O)C(=O)NCC1OCCN1C(=O)c1cccs1 (stereo not given)
  -7	11%	1%	i	1%	1%	6%	-1%[1.53 µM]	3.1
2) CC1(C)CC(=O)C(C=Nc2ccc(N)cc2)=C(O)C1
  7	-1%	-2%	-1%	14%	10%	1%	-33%	-0.4
3) O=C(NCc1cccnc1)C1CC(=O)N(C2CCCCC2)C1 (stereo not given)
  ·	18%	0%	i	0%	0%	-4%	11%	-2.8
4) CN1C(=O)Cc2cc(S(=O)(=O)N3CCN(c4ccccc4F)CC3)ccc21
  -11	-1%	-3%	-9%	11%&8%	-3%	2%	2%&-17%	3.3
5) O=C(CSc1nnnn1-c1ccccc1)NCc1cccs1
  ·	-12%	-6%	?	-3%	0%	3%	15%	4.2
6) c1ccc2cc(-c3cc4ccccn4c3)ccc2c1
  ·	3%	-3%	-57%[inhibitor][57.5 µM]	-3%	-1%	5%	2%	2.8
7) CC(=O)c1cccc(NC(=O)CN2C(=O)NC(C)(c3ccc4c(c3)OCCCO4)C2=O)c1 (stereo not given)
  -4	-8%	-13%	i	-6%	-2%	9%	-6%	0.4
8) Cc1cc(=O)n2[nH]c(C(F)(F)F)c(-c3ccccc3)c2n1
  2	-3%	-8%	i	?	2%	3%	-18%	-0.5
9) NNC(=O)CCN(Cc1ccco1)S(=O)(=O)c1ccc(Cl)cc1
  1	2%	-4%	-15%	-13%	4%	17%	2%	0.4
10) COc1cc([N+](=O)[O-])cc(/C=N/NC(=O)c2ccc(NC(=O)c3ccc(C)cc3)cc2)c1O
  -62*	-14%	-9%	-30%	2%[7.66 µM]	4%	1%	3%[7.66 µM]	-0.7
11) Cc1ccc(F)cc1NC(=O)N1CCN(C2c3ccccc3-c3ccccc32)CC1
  -6	13%	6%	i	13µM*	2%	-1%	3%	2.0
12) Cn1nc(C(=O)OCC(=O)NCc2ccc(Cl)cc2Cl)c2ccccc2c1=O
  2	-21%	-11%	i	-14%	0%	3%	5%	-3.9
13) COc1cccc(-c2ccc3c(c2)N(Cc2ccc(F)cc2)C(=O)C(C)S3)c1 (stereo not given)
  20	3%	5%	-22%	?	8%	-2%	4%	1.1
14) COc1cc(F)ccc1-c1csc(C(C)(O)c2ccccc2)n1 (stereo not given)
  15	8%	1%	9%	-24%	6%	1%	2%	0.1
15) Cc1nc2sc(C(=O)c3ccccc3)c(N)c2c2c1CCCC2
  -2	-7%	-12%	-6%	?	?	15%	86%[activator]	-1.7
16) CCOC1=C2[C@H](c3ccc(Cl)cc3)N(S(=O)(=O)c3ccc(C)cc3)C[C@H]2n2c(=O)n(-c3ccccc3)c(=O)n2C1
  3	-2%	2%	-5%	33%[activator]	-1%	3%	1%	1.6
17) O=S1(=O)CCO[C@H]2Cc3ccccc3[C@H]2N1Cc1ccccc1Br
  -3	-29%	-5%	-16%	?	-1%	-4%	-3%	-4.0
18) COc1ccc(-n2nc(C(=O)NCC(=O)NCC3CCCO3)c3ccccc3c2=O)cc1 (stereo not given)
  0	0%	-8%	i	6%	3%	9%	-3%	-2.5
19) O=C(CSc1nnc(-c2ccc3c(c2)OCO3)n1-c1ccccc1)c1ccc(Cl)cc1
  -3	6%	-12%	i	-12%	10%	-4%	8%	-2.3
20) CCOC(=O)c1nnn(CC(=O)NC(=O)Nc2ccc(F)cc2)c1C(=O)OCC
  1	-20%	-12%	-12%	6%&4%	-5%	-1%	4%&-17%	1.1
21) CCOc1ccc(CCN2C(=S)N([C@@H](CC(C)C)CN3CCC[C@@H]3CN3C(=S)NC[C@@H]3Cc3ccccc3)C[C@@H]2Cc2ccc(O)cc2)cc1
  13	-17%	3%	-12%	?	1%	-13%	-1%	-0.9
22) COc1ccc(CNc2ncc(-c3ccc(Cl)cc3)n2C)c(OC)c1OC
  0	-3%	-2%	-15%	-20%	-2%	0%	-1%	0.1
23) Cc1cc(C)c(C)c(S(=O)(=O)NCC(=O)N2CCCC2)c1C
  ·	3%	-2%	-5%	0%	3%	6%	7%	-0.1
24) Cc1ccccc1NC(=O)c1ccc(C)c(S(=O)(=O)N2CCN(C)CC2)c1
  1	3%	2%	-31%[inhibitor]	23%	-1%	1%	-13%	-0.1
25) Cn1c(=O)c2c(nc(SCc3cccnc3)n2Cc2ccccc2)n(C)c1=O
  ·	0%	-20%	i	0%	23%	7%	-10%	-0.2
26) Cc1nnc2sc(-c3cccc(NC(=O)c4cccnc4)c3)nn12
  ·	-5%	-17%	i	39%[activator]	5%	11%	5%	-1.9
27) CCOC(=O)c1ccc(NC(C)=O)c([N+](=O)[O-])c1
  0	4%	7%	i	12%	2%	6%	-10%	-0.5
28) CSCCC(NC(=O)c1ccc(Cl)cc1)C(=O)OCC(C)=O (stereo not given)
  2	-10%	-11%	-22%	-6%	0%	-11%	18%	-5.4
29) COc1cccc(/C=N/NC(=O)CNC(=O)/C=C\c2ccccc2)c1O
  -5	-16%	-1%	i	?	-4%	-13%	8%	0.3
30) CN(C)S(=O)(=O)N1CCc2ccc(NC(=O)c3ccc(C(F)(F)F)cc3)cc2C1
  -1	1%	-5%	-32%[inhibitor]	?	7%	15%	-6%	-0.2
31) Cc1ccc(S(=O)(=O)Nc2cccc(N(C)S(C)(=O)=O)c2)cc1[N+](=O)[O-]
  -7	-15%	-5%	-15%	11%	-5%	-9%	13%	0.5
32) COc1cc(NC(=O)CN2C(=O)CSc3ccc(S(=O)(=O)N4CCCC4)cc32)cc(OC)c1
  0	-14%	2%	-19%	?	-5%	6%	7%	0.3
33) CCOC(=O)Cc1c(C)nc2c(-c3ccc(Cl)cc3)c(C)[nH]n2c1=O
  ·	-5%	-10%	-6%	?	-5%	-7%	?	0.2
34) CC(C)NC(=O)c1cc(C2CCCCN2C(=O)c2cc(C(C)(C)C)nn2C)on1 (stereo not given)
  4	-17%	-13%	i	1%	-4%	-1%	-4%	-0.9
35) O=C1COc2ccc(C(=O)NCc3ccc4c(c3)OCO4)cc2N1
  8	1%	-4%	-21%	1%	1%	-2%	-12%	-0.1
36) N#Cc1nnn(-c2ccc(Cl)cc2)c1N
  1	-14%	-4%	-22%	18%	2%	-1%	1%	0.0
37) COc1ccc(NC(=O)c2ccc(CN(c3cc(Cl)ccc3C)S(=O)(=O)c3ccccc3)cc2)cc1OC
  ·	-1%	-5%	i	?	-18%	7%	-3%	-0.6
38) COC(=O)c1cn(NC(=O)c2ccc3c(c2)OCO3)c(=O)c2ccccc12
  1	-9%	-17%	22%	0%	-2%	0%	11%	0.7
39) Cc1ccc(-n2c(=O)cc(N3CCC(C)CC3)[nH]c2=O)cc1
  ·	4%	-25%	i	0%	-4%	-1%	1%	0.1
40) CCOc1cc(S(=O)(=O)NCc2ccccc2)ccc1F
  5	-2%	?	i	?	15%	-9%	10%	2.3
41) Cc1ccc(C)c(N2CCN(S(=O)(=O)c3ccc4c(c3)oc(=O)n4C)CC2)c1
  ·	-28%	-2%	i	0%	-11%	23%	6%	-0.7
42) O=C(CNc1cccc(Cl)c1)c1ccc(Cl)cc1
  ·	5%	-6%	-2%	0%	-12%	4%	-28%	-0.8
43) CC(C)=CC(=O)OCC(=O)Nc1nc(C)c(Cl)cc1Cl
  0	-10%	-18%	i	-1%	10%	14%	0%	-2.1
44) O=C(CCCOc1ccccc1)Nc1ncccn1
  0	-12%	-17%	?	37%[activator]	13%	8%	58%[activator]	0.1
45) CC1CCCC(C)N1C(=O)COC(=O)c1n[nH]c(=O)c2ccccc12 (stereo not given)
  2	9%	5%	0%	25%	0%	0%	0%	2.3
46) Cc1ccc(NC(=O)CSc2nc3sc(C)cc3c(=O)n2C)cc1
  -4	-25%	-4%	-49%	11%	5%	5%	6%	-0.5

A different layout for some results above.
nr	structure	PI5P4Ka inh	EPAC1 antagonist	PLK1 PBD inh	PTHR1 agonist	GLP1R inv ag	GLP1R ag	EPAC1 ag	GLP1R cytotox	IL2 activator
40	CCOc1cc(S(=O)(=O)NCc2ccccc2)ccc1F	5	-2%	?	i	?	15%	-9%	10%	2.3
42	O=C(CNc1cccc(Cl)c1)c1ccc(Cl)cc1	·	5%	-6%	-2%	0%	-12%	4%	-28%	-0.8
35	O=C1COc2ccc(C(=O)NCc3ccc4c(c3)OCO4)cc2N1	8	1%	-4%	-21%	1%	1%	-2%	-12%	-0.1
39	Cc1ccc(-n2c(=O)cc(N3CCC(C)CC3)[nH]c2=O)cc1	·	4%	-25%	i	0%	-4%	-1%	1%	0.1

Grouped by structure, the entries above with a CF3 group (two)
Below each SMILES: PI5P4Ka inh	EPAC1 antagonist	PLK1 PBD inh	PTHR1 agonist	GLP1R inv ag	GLP1R ag	EPAC1 ag	GLP1R cytotox	IL2 activator
8) Cc1cc(=O)n2[nH]c(C(F)(F)F)c(-c3ccccc3)c2n1
  2	-3%	-8%	i	?	2%	3%	-18%	-0.5
30) CN(C)S(=O)(=O)N1CCc2ccc(NC(=O)c3ccc(C(F)(F)F)cc3)cc2C1
  -1	1%	-5%	-32%[inhibitor]	?	7%	15%	-6%	-0.2

Bioassay records: PubChem, National Center for Advancing Translational Sciences (NCATS)
